# Source: PubChem BioAssay
# DAGLB inhibitor: DAGLB lipase inhibitors, primary screen, biochemical, fluorescence, HTS; HEK293T DAGLB membrane lysate, EnzChek fluorogenic substrate; inhibition, % at 5.17 µM; 340,000 compounds, 0.059% hits; in the data active = inhibition above about 34%;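 note: 0% = enzyme with vehicle and 100% = wells lacking enzyme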
# V-ATPase pHluor: regulators of yeast V-ATPase proton pumping, primary screen, pHLuorin cytosolic pH fluorescence. S. cerevisiae. response, % at 10 µM. 350,000 compounds, 0.37% hits. AID 504577, 2011; in the data active = response mostly above about 7.3%, no sharp cut-off; inactive = mostly below about 5.4%; note: actives read high; inactives centre near 0; some compounds called inactive have numbers as strong as hits
# CAL PDZ FP-1: CAL PDZ peptide-binding inhibitors, primary screen, biochemical, fluorescence polarization, Cer-tagged CAL PDZ, HTS | Golgi-associated PDZ and coiled-coil motif-containing protein (Homo sapiens), Q9HD26 | purified CAL PDZ, TMR-peptide fluorescence polarization, 1 h | inhibition, % at 20 µM | 330,000 compounds, 0.02% hits | AID 504414, 2011;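 active = highest replicate inhibition of at least 40%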;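 note: plate controls were DMSO neutral control wells for no effect and unlabeled competitor peptide control wells for full effect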
#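 Material – purified CerCALP PDZ construct · Detection – FP readout, S and P plane fluorescence · Measure – percent inhibition from loss of millipolarization · Controls – unlabelled peptide for full inhibition, DMSO wells as neutral · Probe or stimulus – TMR-labelled reporter peptide T*-PRC34 bound in PDZ groove · Times – 1 h at RT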
# LANA DNA inh: inhibitors of KSHV C-LANA binding to DNA, primary screen, biochemical, fluorescence polarization, FAM-LBS DNA, MBP-C-LANA, single point; Kaposi's sarcoma herpesvirus LANA C-terminal domain (residues 932-1162) DNA binding; inhibition, % at 9 µM; 340,000 compounds, 0.078% hits;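 active = highest replicate inhibition at or above 60% at 9 µM, even if other replicates fall short; inactive = all replicates below 60% inhibition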;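 note: 0% = neutral control wells and 100% = 4 µM acridine orange control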
# Pemphigus Ab inh: inhibitors of pemphigus antibody binding to DSG3, primary screen, biochemical, bead-based, flow cytometry, scFv-GFP; binding (percent of control), % at 10 µM; AID 588358, 2011; 310,000 compounds, 0.48% hits; Desmoglein-3 (Homo sapiens), P32926; DSG3-coupled beads, scFv-anti-DSG3-GFP binding; hits give low values;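 active = binding more than 3 SD below its plate's average and above zero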;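 note: hits lower antibody fragment binding to DSG3; some compounds called inactive have numbers as strong as hits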
# Cardiac RTF inh: cardiac RTF calcium sensitivity inhibitors, primary screen, biochemical, IANBD-TnC fluorescence, EC70 calcium. IANBD-labeled cardiac RTF, Ca2+ fluorescence. AID 493244, 2011. 340,000 compounds, 0.12% hits. inhibition, % at 7.15 µM. Troponin I, cardiac muscle (Homo sapiens) + Troponin T, cardiac muscle (Homo sapiens) + …;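 active = inhibition above the mean inhibition of all tested compounds plus 3 SD, cut at about 17% in these data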;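 note: assay run at fixed EC70 calcium of 1.6 mM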
# NSD2 inh: NSD2 histone methyltransferase inhibitors, primary screen, biochemical, AlphaScreen, single concentration, set 2; Histone-lysine N-methyltransferase NSD2 (Homo sapiens), O96028; NSD2 peptide methylation, 120 min; inhibition, % at 12.5 µM; 310,000 compounds, 0.54% hits; AID 743445, 2014; in the data active = inhibition above about 50%
# CAL PDZ FP-2: untagged CAL PDZ binding inhibitors, primary screen, biochemical, fluorescence polarization, HTS. 300,000 compounds, 0.92% hits. AID 602252, 2012. Golgi-associated PDZ and coiled-coil motif-containing protein (Homo sapiens), Q9HD26. inhibition, % at 24.9 µM. purified CAL PDZ, TMR-peptide fluorescence polarization, 1 h;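 active = mean inhibition of at least 30% with at least half of replicates also reaching 30%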;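 note: 0% = DMSO neutral control and 100% = excess unlabeled competitor peptide PRC23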
# Keap1-Nrf2 PPI: Keap1-Nrf2 protein-protein interaction inhibitors, primary screen, biochemical, fluorescence polarization, single point; 340,000 compounds, 0.15% hits; inhibition, % at 9.4 µM; Kelch-like ECH-associated protein 1 (Homo sapiens), Q14145; Keap1 Kelch-Nrf2 peptide fluorescence polarization, 1536-well; AID 504523, 2011; in the data active = inhibition above about 12%;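 note: human Keap1 Kelch domain with fluorescein labeled Nrf2 9mer peptide probe; 0% = neutral control wells and 100% = peptide positive control; higher means more block of Keap1 binding to Nrf2 peptide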
# Target sequence (Q14145 whole entry, looked up, the tested form may be a part): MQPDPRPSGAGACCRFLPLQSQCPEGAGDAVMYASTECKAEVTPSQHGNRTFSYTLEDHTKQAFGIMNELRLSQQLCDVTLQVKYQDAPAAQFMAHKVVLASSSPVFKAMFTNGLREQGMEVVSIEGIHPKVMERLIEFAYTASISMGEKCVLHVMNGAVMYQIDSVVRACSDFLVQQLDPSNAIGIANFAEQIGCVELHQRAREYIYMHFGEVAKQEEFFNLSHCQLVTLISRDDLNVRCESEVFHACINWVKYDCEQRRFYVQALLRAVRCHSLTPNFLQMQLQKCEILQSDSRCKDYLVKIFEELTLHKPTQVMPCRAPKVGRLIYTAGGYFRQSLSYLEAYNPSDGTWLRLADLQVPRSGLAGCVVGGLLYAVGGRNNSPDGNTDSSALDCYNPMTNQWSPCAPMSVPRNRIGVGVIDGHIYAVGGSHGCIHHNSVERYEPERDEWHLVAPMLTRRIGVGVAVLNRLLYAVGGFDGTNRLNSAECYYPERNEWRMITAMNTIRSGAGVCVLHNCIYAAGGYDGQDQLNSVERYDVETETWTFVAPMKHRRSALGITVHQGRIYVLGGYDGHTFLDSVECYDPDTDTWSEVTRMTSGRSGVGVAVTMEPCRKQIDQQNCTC
# Arrestin-AP2 inh: inhibitors of beta-arrestin/AP2 binding, primary screen, biochemical, GPCR trafficking, flow cytometry | FITC-arrestin peptide / GST-AP2 beads; AP2 beta2 appendage carries R879A mutation | inhibition, % at 10 µM | 340,000 compounds, 0.31% hits;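 active = inhibition above a set limit, near 3 SD of compounds lacking own fluorescence, cut at about 54% in these data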;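 note: plate controls were DMSO wells for no effect and 5 µM unlabelled arrestin peptide for full effect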
#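 System: GST-AP2 R879A bound to glutathione beads, E. coli-expressed. Also added: 50 nM FITC-arrestin peptide. Schedule: compound with beads 12 min RT, then probe 1 h RT. Signal: bead flow cytometry, FITC channel. Read-out basis: percent response.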
# Active calls of the source: *; nt = not tested or not shown. A portion of the library; count on the stated rates, not on these rows.
SMILES,DAGLB inhibitor,V-ATPase pHluor,CAL PDZ FP-1,LANA DNA inh,Pemphigus Ab inh,Cardiac RTF inh,NSD2 inh,CAL PDZ FP-2,Keap1-Nrf2 PPI,Arrestin-AP2 inh
CCCCn1c(N)c(N(CCC(C)C)C(=O)COC(=O)/C=C/c2ccc(F)cc2)c(=O)[nH]c1=O,1,-2,-0.6,-0.3,133,5,1,-7,-6,10
O=C(NC1CCCCCC1)C1CCC(=O)N(Cc2ccccc2F)C1 (configuration not stated),-5,0,-2.6,-1.0,nt,-7,7,0,-5,15
O=C(Nc1cccc(O)c1)c1ccc(S(=O)(=O)N2CCCCCC2)cc1,1,0,-2.1,-0.7,103,2,0,5,3,3
CCN(Cc1ccccc1)Cc1ccc(OCc2ccccc2)cc1,-10,0,0.3,-0.3,112,0,-11,-5,-3,6
CCCCCCCCCCOC(=O)C[N+](C)(C)C/C=C(/C)Cl,3,-1,-0.9,0.0,106,-13,-2,2,-4,1
CC(C)CCNC(=O)C1(c2cccs2)CCOCC1,-4,11,-3.2,0.9,102,-17,nt,-2,3,10
CCOC(=O)CC(NC(=O)CCS(=O)(=O)c1ccc2c(c1)n(C)c(=O)c(=O)n2C)c1ccc(C)cc1 (configuration not stated),1,-1,-0.5,0.3,nt,-8,-8,-9,3,-3
Cn1cccc1-c1nc2ccc(NC(=O)c3ccccc3)cc2[nH]1,3,2,-3.8,-2.4,100,-4,1,2,1,9
c1cc2c(cc1Oc1nc(N3CCOCC3)nc(N3CCOCC3)n1)OCO2,-6,3,0.6,-0.3,nt,-7,0,1,1,-2
Cc1cccc(N2CCN(C(=O)c3ccc4c(c3)OCCO4)CC2C)c1 (configuration not stated),-3,-1,0.1,1.5,116,-3,2,-3,-1,4
COc1cc(-c2nc(S(=O)(=O)c3ccc(Cl)cc3)c(N3CCOCC3)o2)cc(OC)c1OC,-2,-1,nt,0.4,96,5,-1,-6,-2,-7
COc1cccc(S(=O)(=O)NCc2ccc(C(=O)Nc3ccc(Cl)cc3)cc2)c1,-1,-6,-0.8,-0.1,nt,-9,11,1,6,7
CCOc1ccc(N2C(=O)CC(Sc3nc(O)c(CC)c(=O)[nH]3)C2=O)cc1 (configuration not stated),nt,1,nt,nt,112,nt,0,nt,nt,-1
COc1ccc(C(=O)N(CN2CCCC2=O)c2nccs2)cc1OC,-2,-1,1.4,2.0,99,2,-1,-2,-1,31
CCCCN(CC)C(=O)Cc1cn(C)c2ccccc12,3,-1,-2.4,2.2,113,-13,-2,-3,-8,-10
CC1(C)CC(=O)C2=C(C1)OC(N)=C(C#N)C2c1cn(-c2ccccc2)nc1-c1ccccc1 (configuration not stated),0,-5,0.0,0.7,102,-30,0,2,-6,-12
CCOC(=O)N1CCN(Cc2nc3ccc([N+](=O)[O-])cc3c(=O)n2-c2ccccc2F)CC1,-8,2,-0.9,-0.4,117,-7,2,-5,-3,10
O=C(NC1CC1)C1CCN(c2ncnc3c2sc2cccc(F)c23)CC1,-2,0,0.5,-1.2,103,3,nt,-3,-2,-1
COc1cc(OC)cc(C(=O)N2CCCc3ccccc32)c1,-4,-1,-2.8,0.3,101,4,-1,-1,-5,-4
CCC(=O)c1ccc(OCC(=O)OCC(=O)Nc2ccc(C)c(S(=O)(=O)N3CCCCC3)c2)cc1,3,2,-0.6,0.3,97,-2,-2,0,0,19
O=C1CCCc2cc3c(cc21)CC1(C3)Cc2cc3c(cc2C1)C(=O)CCC3,-8,2,-4.0,-0.8,87,2,-2,2,-1,29
O=C(NCCc1ccccc1)C(c1ccccc1)N(C(=O)c1csnn1)C1CC1 (configuration not stated),-3,-2,-1.9,-0.5,100,-3,nt,-3,-3,37
CC(C)(C)c1csc(N(CCC#N)CCC#N)n1,-1,6,-1.4,1.6,103,-4,-2,nt,-4,-1
O=C(COC(=O)c1ccccn1)c1ccc(Br)cc1,0,0,-1.4,-0.1,94,-5,-1,-3,2,-12
CCCn1c(SCC(=O)N2CCCC(C)C2)nnc1-c1cccnc1 (configuration not stated),1,-2,0.1,0.6,102,-1,-1,-2,-3,-2

# Given with tabs: eight of the compounds above
SMILES	DAGLB inhibitor	V-ATPase pHluor	CAL PDZ FP-1	LANA DNA inh	Pemphigus Ab inh	Cardiac RTF inh	NSD2 inh	CAL PDZ FP-2	Keap1-Nrf2 PPI	Arrestin-AP2 inh
CCCCn1c(N)c(N(CCC(C)C)C(=O)COC(=O)/C=C/c2ccc(F)cc2)c(=O)[nH]c1=O	1	-2	-0.6	-0.3	133	5	1	-7	-6	10
O=C(NC1CCCCCC1)C1CCC(=O)N(Cc2ccccc2F)C1 (configuration not stated)	-5	0	-2.6	-1.0	nt	-7	7	0	-5	15
O=C(Nc1cccc(O)c1)c1ccc(S(=O)(=O)N2CCCCCC2)cc1	1	0	-2.1	-0.7	103	2	0	5	3	3
CCN(Cc1ccccc1)Cc1ccc(OCc2ccccc2)cc1	-10	0	0.3	-0.3	112	0	-11	-5	-3	6
CCCCCCCCCCOC(=O)C[N+](C)(C)C/C=C(/C)Cl	3	-1	-0.9	0.0	106	-13	-2	2	-4	1
CC(C)CCNC(=O)C1(c2cccs2)CCOCC1	-4	11	-3.2	0.9	102	-17	nt	-2	3	10
CCOC(=O)CC(NC(=O)CCS(=O)(=O)c1ccc2c(c1)n(C)c(=O)c(=O)n2C)c1ccc(C)cc1 (configuration not stated)	1	-1	-0.5	0.3	nt	-8	-8	-9	3	-3
Cn1cccc1-c1nc2ccc(NC(=O)c3ccccc3)cc2[nH]1	3	2	-3.8	-2.4	100	-4	1	2	1	9

# Later entries
SMILES,DAGLB inhibitor,V-ATPase pHluor,CAL PDZ FP-1,LANA DNA inh,Pemphigus Ab inh,Cardiac RTF inh,NSD2 inh,CAL PDZ FP-2,Keap1-Nrf2 PPI,Arrestin-AP2 inh
N#CC(=C(O)COC(=O)CCC1CCCCC1)c1nc2ccccc2[nH]1,-1,0,0.4,2.4,112,-11,1,-4,0,-6
Cc1ccc2c(c1)C(=O)C(=O)N2CCOc1ccccc1,1,-5,-1.6,-1.5,95,4,17,-3,-5,15
Cc1nc(SCC(=O)c2ccccc2)n[nH]1,-1,1,-2.7,-1.8,94,4,-1,13,0,2
Cc1ccc(NC(=O)Nc2ccon2)cc1Cl,-4,0,-3.9,-3.4,110,-3,-1,-3,-3,-3
CC(=O)c1cccc(NC(=O)C(C)OC(=O)c2cccc(-n3cnnn3)c2)c1 (configuration not stated),0,-2,-4.5,0.0,101,-7,1,9,-2,-3
COc1cccc(Cn2c(NCc3cccnc3)nc3c2c(=O)n(C)c(=O)n3C)c1,0,-1,0.6,0.9,102,3,14,-2,-2,13
Cn1cc(Br)c(C(=O)N2CCCCCC2)n1,0,-1,-1.1,-0.7,112,1,-1,-1,-4,-3
CCCCCNC(=O)c1cccnc1SCC(=O)Nc1ccccc1OC,-2,-3,-0.4,-1.0,96,-17,-4,-2,0,2
CC(C)CCNc1nc(-c2ccco2)c2c(c1C#N)CCCC2,-5,-3,-0.8,-2.5,nt,-6,-4,-1,-3,24
CCOc1ccc(CNc2ncc(-c3ccccc3)n2C)cc1,-1,-2,-0.1,2.3,109,2,5,-3,-2,33
COc1ccc(CNC(=S)N/N=C/c2ccncc2)cc1,4,3,-0.7,-0.4,102,3,3,3,-2,4
CN(C)CC(O)c1ccc(C=Cc2ccc(Cl)cc2)cc1 (configuration not stated),3,5,-1.6,1.5,96,-7,0,-41,0,6
O=c1cc(CN2CCN(Cc3ccccc3)CC2)c2cc(O)ccc2o1,-1,1,-1.4,-1.4,100,-5,2,-13,4,2
COc1cc(C)c2c(c1OC)C(=O)CC2,-1,-6,-0.5,0.6,nt,2,-1,-2,2,-20
Cc1nc2c(C)cccn2c1/C(O)=C1\C(=O)C(=O)N(CCN2CCOCC2)C1c1ccncc1 (configuration not stated),0,1,-0.1,0.7,104,1,1,-3,1,-6
O=C(CSc1nn(-c2ccc(F)cc2)c(=S)s1)NC(=O)NCc1ccco1,3,6,-1.6,-0.4,99,1,1,0,-1,29
CCOC(=O)c1ccc(NC(=O)Nc2nncs2)cc1,-4,-5,nt,nt,96,nt,-1,nt,nt,nt
CCOC(=O)N1CCN(S(=O)(=O)N(C)C)CC1,0,0,1.1,-0.2,100,8,0,nt,-1,-3
CC(=O)Nc1cc(Br)ccc1O,2,0,-0.4,-0.4,105,0,-2,nt,5,2
Cc1ccc(Cl)cc1N1CCN(C(=O)c2cc3c(=O)[nH]c4ccccc4c3n2C)CC1,2,1,-1.5,0.0,120,6,-3,-3,-1,-14
Cc1ccc(S(=O)(=O)c2nnn3c2nc(NCCCN2CCCC2=O)c2ccccc23)cc1C,2,2,-4.8,-0.2,101,-5,3,-1,2,8
O=C(NCCN1CCN(C(=O)c2cc3ccccc3oc2=O)CC1)c1cc2ccccc2oc1=O,1,-4,0.4,-2.2,102,-4,-1,0,-2,23
Clc1ccc(N2CCN(c3ncnc4c3oc3ccccc34)CC2)cc1,0,1,-0.8,2.6,102,0,-2,-1,-4,8
Cc1nn(C)c(Cl)c1CN1CCCC(C(=O)Nc2cccc(-n3cccn3)c2)C1 (configuration not stated),-2,4,-0.8,-0.4,107,0,1,nt,2,27
C/C(=N\NC(N)=O)c1c(F)cccc1F,2,1,0.4,0.7,nt,-1,-1,7,3,3
CCCN(CCC)Cc1c(C(=O)N/N=C/c2ccsc2)nnn1-c1nonc1N,-2,7,-0.9,-1.0,105,3,-2,-3,-3,3
COc1ccccc1C(=O)Nc1ccc(OC(C)C(=O)N2CCOCC2)cc1 (configuration not stated),0,-3,0.7,0.6,102,-4,-1,4,-5,-5
